RmlCD inh 1536: M. tuberculosis RmlC/RmlD coupled enzyme inhibitors, primary screen, biochemical, compound mixtures, 384-well, from 1536-well plates. inhibition, % at 3.6 µM. RmlC+RmlD coupled enzyme assay, percent inhibition; primary screen in compound mixtures. 0.03% of 160,000 active. AID 1533, 2009; in the data active means inhibition mostly above about 34%, no sharp cut-off; further: some results filed as inactive read as strong as hits
Target sequence (P9WH09 whole entry, looked up): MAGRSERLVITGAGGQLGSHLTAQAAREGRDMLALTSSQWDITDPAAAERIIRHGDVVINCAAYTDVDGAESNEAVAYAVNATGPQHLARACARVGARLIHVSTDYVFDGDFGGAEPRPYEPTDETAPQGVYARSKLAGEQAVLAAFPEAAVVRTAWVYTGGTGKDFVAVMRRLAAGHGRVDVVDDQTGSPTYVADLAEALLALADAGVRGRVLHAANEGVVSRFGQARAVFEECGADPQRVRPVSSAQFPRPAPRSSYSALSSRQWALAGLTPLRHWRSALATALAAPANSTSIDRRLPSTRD
Target sequence (P9WH11 whole entry, looked up): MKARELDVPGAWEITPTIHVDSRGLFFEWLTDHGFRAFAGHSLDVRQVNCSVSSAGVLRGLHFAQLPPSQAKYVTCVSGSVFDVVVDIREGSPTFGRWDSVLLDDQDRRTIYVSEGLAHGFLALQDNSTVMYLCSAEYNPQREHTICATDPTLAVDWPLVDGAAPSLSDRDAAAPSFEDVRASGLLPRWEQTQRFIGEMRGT
GlmU inhibition: inhibition of mycobacterial GlmU enzyme – biochemical, glucosamine-1-phosphate acetyltransferase (AID 1376); M. tuberculosis GlmU acetyltransferase enzyme assay; higher % means a stronger effect; inhibition, %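 (tested at 30 µM in the primary screen)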; hits with a dose series show IC50 in µM; 0.25% of 220,000 active; Bifunctional protein GlmU (Mycobacterium tuberculosis (strain ATCC 25618 / H37Rv)); in the data active means inhibition above about 13%;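 further: 0% = complete reaction with vehicle and 100% = reaction without substrate; strong numbers were not always called active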
Numbers without * were called inactive; . = no result given.

Sample of the layout:
SMILES	RmlCD inh 1536	GlmU inhibition
O=C(COC(=O)CCc1nc2ccccc2s1)Nc1nc(-c2ccccc2)cs1	-10	8.3%
CCOC(=O)c1ccc(NC(=O)Nc2ccn(C)n2)cc1	1	-1.8%

All compounds of this part (from the top)
SMILES	RmlCD inh 1536	GlmU inhibition
O=C(COC(=O)CCc1nc2ccccc2s1)Nc1nc(-c2ccccc2)cs1	-10	8.3%
CCOC(=O)c1ccc(NC(=O)Nc2ccn(C)n2)cc1	1	-1.8%
CCOC(=O)C1CCN(c2c(NCc3ccc(N(C)C)cc3)c(=O)c2=O)CC1	.	14%*
CCN(C(=O)Cn1cc(C(C)=O)c2ccccc21)c1ccccc1	.	0.5%
Cc1nc2c3ccccc3n(CC(=O)c3ccc(F)cc3)c(=O)n2n1	8	-0.1%
Cc1ccc(S(=O)(=O)c2c(N)n(CCC(C)C)c3nc4ccccc4nc23)cc1	-1	2.3%
CN(C)S(=O)(=O)N(CC(=O)N1CCN(Cc2ccccc2)CC1)c1ccccc1	.	-4.6%
O=C(O)C1OC(C(=O)O)C2C1C(F)(F)C2(F)F (stereo unspecified)	.	-2.4%
CCN(CCn1cccn1)C(=O)CCc1nnc(C2CCCCC2)o1	.	-0.1%
CCOc1ccc(NC(=O)CN2C(=O)CSC(C)C2=O)cc1 (stereo unspecified)	8	-2.4%
O=C(Nc1ncn[nH]1)c1cc(S(=O)(=O)Nc2ccc(Cl)cc2)ccc1Cl	12	1.9%
CCOC(=O)c1sc2nc(N3CCOCC3)c3c(c2c1N)CCC3	2	-2.0%
NCc1ccc2[nH]c(=O)[nH]c2c1	.	0.6%
COc1ccc(/C=N/N2CCN(C)CC2)c(OC)c1OC	7	5.1%
O=C(Nc1cccc(S(=O)(=O)NC2=NCCCCC2)c1)c1cc(-c2ccccc2Cl)nc2ccccc12	.	4.3%
Cc1c(Cl)cccc1Nc1nc(N)nc(CSc2nc3ccccc3s2)n1	11	-3.1%
Cc1cc(=O)c(C(=O)O)nn1-c1ccccc1	-8	2.1%
COc1ccccc1CO/N=C/c1cccn1-c1nccc(N(C)C)c1C#N	2	-7.0%
Cc1ccc(NC(=O)c2[nH]cnc2C(=O)NN)cc1	1	-0.7%
O=C1CN(C(=O)COC(=O)C2=COCCO2)c2ccccc2N1	-5	-3.5%
CC(c1ccccc1)n1c(-c2cccs2)nc2c(c(=O)c3ccccc3n2C)c1=O (stereo unspecified)	.	-2.9%
CCc1ccc(NC(=S)N(CCCN2CCN(C)CC2)Cc2cccs2)cc1	-8	-2.1%
COc1ccc(-c2nnc(SCC(=O)NNC(=O)c3ccc(C)cc3)o2)cc1	3	6.3%
COc1ccccc1N1CCN(C(=O)C(C)N(c2ccc(C)c(C)c2)S(C)(=O)=O)CC1 (stereo unspecified)	3	3.3%
CC(C)(C)NC(=O)CON=C1c2ccccc2-c2ccccc21	13	-3.0%

Reformatted with two lines to a compound: 4 of the compounds above
Below each SMILES – RmlCD inh 1536, GlmU inhibition
- CCc1ccc(NC(=S)N(CCCN2CCN(C)CC2)Cc2cccs2)cc1
    -8, -2.1%
- COc1ccc(-c2nnc(SCC(=O)NNC(=O)c3ccc(C)cc3)o2)cc1
    3, 6.3%
- COc1ccccc1N1CCN(C(=O)C(C)N(c2ccc(C)c(C)c2)S(C)(=O)=O)CC1 (stereo unspecified)
    3, 3.3%
- CC(C)(C)NC(=O)CON=C1c2ccccc2-c2ccccc21
    13, -3.0%

Additional entries
SMILES	RmlCD inh 1536	GlmU inhibition
Cc1sc2ncnc(-n3cnc4ccccc43)c2c1C	-10	11%
CCCOC(=O)c1ccc(Oc2c(-c3ccc(OC)cc3O)n[nH]c2C)cc1	-3	3.7%
CC1(C)CC(=O)c2c(n(-c3cccc4ccccc34)ccc2=O)C1	.	3.1%
O=S(=O)(c1ccc(NC(=S)NN=C(C2CC2)C2CC2)cc1)N1CCOCC1	9	6.7%
COc1cc(OC)cc(C(=O)NNC(=O)c2ccccc2Br)c1	11	-3.3%
CCCCCCOc1ccc(N2C(=O)CC(N(CCc3ccc(S(N)(=O)=O)cc3)C(C)=O)C2=O)cc1 (stereo unspecified)	.	5.1%
CC1CCc2nn(CC(=O)NCCCN3CCOCC3)cc2C1 (stereo unspecified)	-7	-0.9%
CCN(c1nc(C)cc(OC)n1)S(=O)(=O)c1ccccc1	.	1.3%
CCOC(=O)CC1C(=O)NC2CCCCC2N1C(=O)Nc1ccc(Cl)cc1 (stereo unspecified)	-37	2.9%
Cn1cc(CNC(=O)C2CCCCC2)cn1	-3	-3.9%
Cc1cccc(CN2CCCC(C(=O)c3ccc(C(F)(F)F)cc3)C2)n1 (stereo unspecified)	-14	6.4%
Cc1cccc(CCNC(=O)C2CCN(S(=O)(=O)c3c(C)nn(C)c3C)CC2)c1	.	2.4%
O=C(O)c1cnc(-c2ccccc2)nc1Sc1ccccc1	2	4.8%
Cc1cc(C(C)(C)C)oc1C(=O)N(CC(=O)NC1CCCC1)Cc1ccccc1	2	-0.3%
NC(=O)Cn1nnc(-c2ccc(CN3CCCCC3)cc2)n1	-9	3.5%
CC(c1ccccc1)C1CC(=O)N(c2cc(Cl)ccn2)C1=O (stereo unspecified)	0	-2.6%
COc1ccc(NC(=O)Cc2c(SC)c3ccccc3n2Cc2ccccc2)cc1	7	-6.7%
S=C(c1ccc(-c2ccc(Br)cc2)o1)N1CCOCC1	-3	0.3%
CC1=C(C(=O)OCCOc2ccccc2)C(c2ccc(C)o2)C2=C(CC(C)(C)CC2=O)N1 (stereo unspecified)	4	1.8%
COc1ccccc1NC(=O)c1ccc(NS(=O)(=O)c2cccc3cccnc23)cc1	-8	3.0%
Clc1ccc(CSc2ccc(-c3ccccn3)nn2)cc1	-8	-1.4%
O=C1c2ccccc2C(=O)N1CSc1nnc(Nc2ccccc2)s1	.	-2.8%
O=C(CCn1c(=O)oc2ccccc21)NCCN1CCc2ccccc2C1	5	-3.4%
COc1ccc(CNC(=O)C(=O)NCc2cccnc2)cc1	4	0.4%
O=C(NCCCN1CCOCC1)c1ccc(CS(=O)(=O)Cc2ccccc2Cl)o1	.	-0.5%
(cont.)
SMILES	RmlCD inh 1536	GlmU inhibition
CCOC(=O)CSc1nc2ccccc2n1CC(=O)N1CCN(c2ccccc2)CC1	-4	3.7%
Cc1cc(C)c(S(=O)(=O)N(CC(=O)O)CC(=O)O)c(C)c1	.	5.6%
NC(=O)c1ccsc1NC(=O)c1nc(-c2ccccc2)n(-c2ccccc2)n1	7	0.3%
Cc1ccc(NC(=O)CN2CCc3ccccc3C2)cc1S(=O)(=O)N(C)C	-1	-2.7%
CC(C)(C)c1nnc(NC(=O)C2c3ccccc3Oc3ccccc32)s1	-2	2.1%
O=C(CSc1nnc(CNC(=O)c2c(F)cccc2Cl)o1)c1ccccc1	1	-2.8%
COC(=O)c1ccc(C(=O)OC)c(NC(=O)CN2CCCCC2)c1	5	-0.4%
COc1cc(OC)cc(-c2nnc(SCC(=O)N(Cc3ccccc3)C(C)(C)C)o2)c1	-10	0.9%
Cn1c(CCN2CCCCC2)nc2cc(NS(=O)(=O)c3ccccc3)ccc21	-7	-1.6%
Cc1cccc(-c2noc(CCCC(=O)Nc3cccnc3)n2)c1	-7	.
CC(NC(=S)Nc1ccccc1)C1COc2ccccc2O1 (stereo unspecified)	.	2.2%
O=C(O)c1cccc(N=NN2CCCCCC2)c1	3	-0.2%
O=C(Nc1cccc(S(=O)(=O)Nc2ccccc2Cl)c1)c1ccc(N2CCCC2)c([N+](=O)[O-])c1	-12	1.8%
COc1cc(C(=O)N[C@@H](C)C(=O)NCc2ccco2)cc(OC)c1OC	5	3.5%
COc1cccc(CN2CCN(Cc3ccon3)CC2CCO)c1 (stereo unspecified)	-9	2.8%
COC(=O)c1cccc(Oc2cccc(C(F)(F)F)c2)n1	7	-2.5%
CCOc1ccc(CCNC(=O)Cn2cccc2C(=O)c2ccccc2)cc1OCC	4	3.8%
CCN(CC)C(=O)c1sc(NC(=O)c2ccc3c(c2)OCO3)c(C#N)c1C	.	0.8%
CCn1c(SCC(=O)NCc2ccccc2)nc2c(c1=O)SC(C)C2 (stereo unspecified)	5	-1.3%
COc1ccc(C(=O)N2CCOCC2)cc1S(=O)(=O)N1CCCc2ccccc21	-15	0.4%
O=C(O)c1ccnc(SCC(=O)c2ccccc2)c1	-11	2.7%
CC1CCN(CC(=O)Nc2ccc(S(=O)(=O)NC3CC3)cc2)CC1	-11	3.1%
CC1CCCCC1NC(=O)c1ccc(N2CCCC2=O)cc1 (stereo unspecified)	.	16%
O=C(/C=C/c1ccccc1[N+](=O)[O-])NCc1ccncc1	7	-0.1%
COc1ccc(-n2c(CNC(=O)c3cccs3)n[nH]c2=S)cc1	3	0.4%

In another format: results already given
| SMILES | RmlCD inh 1536 | GlmU inhibition |
| --- | --- | --- |
| CCn1c(SCC(=O)NCc2ccccc2)nc2c(c1=O)SC(C)C2 (stereo unspecified) | 5 | -1.3% |
| Cn1c(CCN2CCCCC2)nc2cc(NS(=O)(=O)c3ccccc3)ccc21 | -7 | -1.6% |
| CCN(CC)C(=O)c1sc(NC(=O)c2ccc3c(c2)OCO3)c(C#N)c1C | . | 0.8% |
| Cc1ccc(NC(=O)CN2CCc3ccccc3C2)cc1S(=O)(=O)N(C)C | -1 | -2.7% |
| NC(=O)c1ccsc1NC(=O)c1nc(-c2ccccc2)n(-c2ccccc2)n1 | 7 | 0.3% |
| O=C(O)c1ccnc(SCC(=O)c2ccccc2)c1 | -11 | 2.7% |
| O=C(O)c1cccc(N=NN2CCCCCC2)c1 | 3 | -0.2% |

New compounds follow.
SMILES	RmlCD inh 1536	GlmU inhibition
O=C(COc1ncnc2c1cnn2-c1ccccc1)Nc1ccc(S(=O)(=O)N2CCCCC2)cc1	-2	0.4%
Cc1nc2ccccc2n1CCc1nc2c3ccccc3nc(SCC(=O)NCc3ccco3)n2n1	11	0.9%
Cc1ccc(OCCCCn2ccnc2)c(Cl)c1	.	-3.4%
O=C(Nc1ccc(Cl)cc1Cl)c1n[nH]c(Cn2cncn2)n1	.	4.0%
C/C(CC(=O)Nc1ccc(Br)cc1)=N\NC(=O)Cc1csc(N)n1	.	-1.5%
CN1C(=O)c2ccccc2Sc2ccc(NC(=O)N3CCOCC3)cc21	9	3.1%
Cc1cc(=O)oc2cc(OCC#N)ccc12	-8	-3.1%
COc1cccc2c(=O)c3ccoc3n(C)c12	4	3.3%
COCCCN(C(C)=O)c1nc(-c2ccccc2)cs1	14	-2.0%
O=C(Nc1ccc(F)cc1F)c1ccc(-n2cccn2)nc1	-1	-1.4%
O=C(CCl)NC(Cc1ccccc1)c1ccccc1 (stereo unspecified)	2	2.1%
O=C(Nc1nnc(-c2ccc(Cl)cc2)o1)Nc1ccccc1Cl	-9	7.4%
O=C(CCNC(=O)c1ccco1)Nc1ccc(SC(F)F)cc1	.	-4.7%
Cc1cccc(NC(=O)N2CCC(n3nnc4cc(C)ccc43)CC2)c1	10	2.6%
CC1CN=C(N(Cc2ccccc2)C(=O)Nc2ccccc2)S1 (stereo unspecified)	9	5.2%
O=C(C1CC1)N1CCN(S(=O)(=O)c2ccc3c(c2)OCCO3)CC1	.	-2.4%
O=C(Nc1ccc(-c2csnn2)cc1)C1CC1	5	-3.1%
O=C(N/N=C/c1ccc(Sc2nc3ccccc3[nH]2)o1)c1ccncc1	.	-4.4%
NNc1nc(C(F)(F)F)nc2ccccc12	.	-3.8%
CS(=O)(=O)c1ccccc1-c1nc(-c2ccc([N+](=O)[O-])cc2)no1	9	-1.2%
CCOc1ccc(N2C(=O)C3=C(C(c4ccc(Cl)cc4)=NCCN3)C2c2cccnc2)cc1 (stereo unspecified)	9	0.3%
Cc1ccc(Nc2nc3ccccc3nc2Nc2c(C)n(C)n(-c3ccccc3)c2=O)cc1	.	0.5%
O=[N+]([O-])c1cccc(Nc2c3ccccc3nc3ccccc23)c1	-7	8.2%
COc1cc(-c2[nH]ncc2CN2CCN(c3cccc(C)n3)CC2)cc(OC)c1OC	.	1.2%
COc1ccc2c(c1OC)C(=O)N1c3ccccc3C(=O)N(c3ccccc3F)C21 (stereo unspecified)	108	-1.1%
The list goes on:
SMILES	RmlCD inh 1536	GlmU inhibition
O=C1S/C(=C/c2ccc(N3CCOCC3)o2)C(=O)N1Cc1ccc(F)cc1	.	1.1%
O=C(CSc1nnc(-c2ccc(F)cc2)o1)Nc1ccc(S(=O)(=O)N2CCCC2)cc1	.	-5.7%
Cc1ccc(NCC(=O)N/N=C/c2c[nH]c3ccccc23)cc1	-9	-3.4%
Cc1cccc(NS(=O)(=O)c2cc([N+](=O)[O-])ccc2C)n1	2	-0.2%
CCOC(=O)C(=O)Nc1ccc(S(=O)(=O)Nc2ncccn2)cc1	.	-1.7%
COc1ccc(OC)c(C2CC(=O)Nc3n[nH]c(-c4ccccc4)c32)c1 (stereo unspecified)	18	6.1%
CCOC(=O)c1cnc2cc(-c3ccc(Cl)cc3)nn2c1N	21	1.6%
CSc1ccccc1NC(=O)NCCCl	-15	1.7%
CN(C)C(=O)COC(=O)c1ccc(S(=O)(=O)NCc2ccco2)cc1	6	1.2%
O=C(O)c1ccc(N2C(=O)/C(=C/c3ccc(-c4ccc([N+](=O)[O-])cc4)o3)C=C2c2ccccc2)cc1	14	1.7%
CCOC(=O)CC(=O)CSCC(=O)Nc1ccc(C)cc1	.	-0.8%
COc1ccccc1-c1cc(C(=O)NCc2ccccc2)no1	-3	4.8%
C/C(CC(=O)Nc1ccc2c(c1)OCO2)=N\NC(=O)C(c1ccccc1)c1ccccc1	0	-8.7%
Cn1c(=O)c2c(nc(NCc3ccccc3)n2CCCc2ccccc2)n(C)c1=O	4	0.5%
Cc1cccc(C(=O)N[C@@H]2c3ccccc3C[C@@H]2O)n1	.	0.3%
CN(C(=O)CS(=O)(=O)c1cccc(Cl)c1)c1ccccc1	18	-6.0%
CN(C)c1ccc(C=NCCC2(O)CCOC(C)(C)C2)cc1 (stereo unspecified)	-9	-10%

Screens from PubChem.

Some of the compounds tested; rates above refer to the full screens.
